EBI2 block = EBI2 receptor antagonists, beta-arrestin recruitment, primary screen, cell-based, luminescence, 7a,25-OHC stimulation, uHTS. G-protein coupled receptor 183 (Homo sapiens), P32249. 7a,25-OHC stimulated. inhibition, % at 5 µM. 360,000 compounds, 0.81% hits; in the data active = inhibition above about 38%;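 also: enzyme fragment complementation signal reports receptor beta-arrestin coupling in cells; 0% = agonist plus DMSO wells and 100% = wells without agonist; some results beyond the cut were filed as inactive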
CHOP UPR activ = activators of apoptotic CHOP UPR arm, primary screen, cell-based, CHO-CHOP luciferase reporter, luminescence, uHTS; UPR activation; percent of tunicamycin response over DMSO baseline; activation, % at 10 µM; 330,000 compounds, 0.34% hits; AID 449763, 2010;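 active = at 10 µM dose, activation of 40% or more, normalized to positive control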;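 also: 100% = tunicamycin at 10 µg/mL and 0% = DMSO alone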
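Test system: CHO-CHOP cells, stable luciferase reporter of PERK-eIF2a-CHOP signalling | Quantity: 500 CHO-CHOP cells per well | Buffer or medium: F12 plus 10% serum | Compound dosing: 10 µM single point, 0.5% DMSO | Schedule: 6 h compound treatment, 37 °C | Signal: Luciferase luminescence | Control set: Tunicamycin high control, DMSO low control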
APJ agonist = agonists of human apelin receptor APJ, primary screen, CHO-K1 cells, PathHunter beta-arrestin, luminescence; P35414; 330,000 compounds, 0.11% hits; 0% DMSO wells, 100% apelin; activation, % at 20 µM;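 active = activation more than six SD over the plate average, tested at 20 µM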;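 also: 0% = DMSO alone and 100% = apelin-13 at 10 nM; some results filed as inactive read as strong as hits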
Target sequence (P35414 whole entry, looked up): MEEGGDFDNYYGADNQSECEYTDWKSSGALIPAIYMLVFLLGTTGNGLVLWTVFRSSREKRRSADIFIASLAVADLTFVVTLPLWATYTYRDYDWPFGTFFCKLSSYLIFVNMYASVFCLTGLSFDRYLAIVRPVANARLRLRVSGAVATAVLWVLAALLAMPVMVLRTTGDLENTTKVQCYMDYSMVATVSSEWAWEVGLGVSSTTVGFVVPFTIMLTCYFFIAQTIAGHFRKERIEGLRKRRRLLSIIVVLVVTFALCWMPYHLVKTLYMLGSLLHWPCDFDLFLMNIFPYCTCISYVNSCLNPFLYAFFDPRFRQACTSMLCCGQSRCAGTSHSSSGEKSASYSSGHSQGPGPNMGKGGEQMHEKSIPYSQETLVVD
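Material: CHO-K1 APJ beta-arrestin complementation cell line; Input: cell density 1000 per well; Incubation: compound stimulation 90 min at 25 °C, detection 60 min; Signal: luminescence from split beta-galactosidase complementation, Galacton Star/Emerald II substrate; Controls: DMSO-only wells as negative, 10 nM Apelin-13 as positive control.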
Mdm2 MdmX PPI = inhibitors of human Mdm2-MdmX association, primary screen, cell-based, luminescence, split luciferase, SaOS-2, uHTS; SaOS-2 split-luciferase Mdm2/MdmX complementation; inhibition, % at 8 µM; 330,000 compounds, 3% hits; Protein Mdm4 (Homo sapiens) + E3 ubiquitin-protein ligase Mdm2 (Homo sapiens), …; AID 485346, 2010;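 active = inhibition of at least 50% at 8 µM in the primary screen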
CCR6 antag = CCR6 receptor antagonists, primary screen, cell-based, CHO-K1, luminescence, beta-arrestin, uHTS; C-C chemokine receptor type 6 (Homo sapiens), P51684; CHO-K1 CCR6 PathHunter beta-arrestin, CCL20-stimulated; 340,000 compounds, 0.49% hits; inhibition, % at 20 µM;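 active = compounds whose inhibition of the agonist-driven luminescence signal at 20 µM reaches about 50%, limit read from the data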;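 also: cells stimulated with CCL20 at 14 nM final; plate controls were DMSO with CCL20 for no effect and DMSO without agonist for full effect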
Target sequence (P51684 whole entry, looked up): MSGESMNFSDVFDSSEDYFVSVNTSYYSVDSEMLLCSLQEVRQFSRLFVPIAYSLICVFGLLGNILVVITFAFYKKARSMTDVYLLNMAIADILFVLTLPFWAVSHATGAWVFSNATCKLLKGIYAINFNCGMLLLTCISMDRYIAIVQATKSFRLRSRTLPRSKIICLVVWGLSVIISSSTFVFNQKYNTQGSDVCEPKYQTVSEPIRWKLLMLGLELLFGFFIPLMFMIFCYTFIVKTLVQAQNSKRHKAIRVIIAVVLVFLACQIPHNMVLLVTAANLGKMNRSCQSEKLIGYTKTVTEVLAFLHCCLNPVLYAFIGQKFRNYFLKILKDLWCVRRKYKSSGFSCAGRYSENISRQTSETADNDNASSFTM
tim23-1 inh = growth inhibitors of tim23-1 mutant yeast, primary screen, luminescence, uHTS | 330,000 compounds, 1.3% hits | AID 463212, 2010 | inhibition, % at 20 µM | S. cerevisiae tim23-1 growth, BacTiter-Glo luminescence, 24 h;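 active = growth inhibition of the mutant yeast at or above 50%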;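 also: temperature-sensitive mutant grown at 25 °C; plate controls were DMSO-treated mutant yeast for no effect and medium wells lacking yeast for full effect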
XBP1 UPR activ = activators of adaptive XBP1 UPR arm, primary screen, cell-based, CHO-XBP1 luciferase reporter, luminescence, uHTS. 330,000 compounds, 0.33% hits. AID 463104, 2010. IRE1-XBP1 UPR activation; percent of tunicamycin response, DMSO as zero. activation, % at 20 µM;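 active = versus positive control, 20 µM dose yields 30% or more activation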;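 also: 100% = tunicamycin at 10 µg/mL and 0% = DMSO only wells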
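Signal: luciferase luminescence; Assay system: CHO-XBP1 luciferase reporter cells; Amount: one thousand reporter cells per well; Dosing: 20 µM single concentration, DMSO 1%; Benchmarks: high control tunicamycin 10 µg/mL final, low control DMSO vehicle only; Schedule: 6 h compound exposure at 37 °C, 5% CO2; Evaluation: percent activation relative to tunicamycin reference.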
APJ antagonist = antagonists of human apelin receptor APJ, primary screen, CHO-K1 cells, beta-arrestin complementation, luminescence; inhibition, % at 20 µM; 330,000 compounds, 0.32% hits; AID 2521, 2010;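 active = inhibition above about 40% at 20 µM, limit read from the data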;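 also: cells challenged with 10 nM apelin-13 agonist together with compound; plate controls were apelin-13 plus DMSO wells for no effect and DMSO wells lacking apelin-13 for full effect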
CXCR6 inh = CXCR6 receptor inhibitors, primary screen, cell-based, beta-arrestin, luminescence, CHO-K1 PathHunter, 1536-well. inhibition, % at 20 µM. 360,000 compounds, 0.36% hits; in the data active = inhibition above about 34%, passing the limit was not always enough;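 also: antagonist mode with CXCL16 agonist at 10 nM final; 0% = 10 nM CXCL16 with DMSO and 100% = unstimulated wells without agonist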
Target sequence (O00574 whole entry, looked up): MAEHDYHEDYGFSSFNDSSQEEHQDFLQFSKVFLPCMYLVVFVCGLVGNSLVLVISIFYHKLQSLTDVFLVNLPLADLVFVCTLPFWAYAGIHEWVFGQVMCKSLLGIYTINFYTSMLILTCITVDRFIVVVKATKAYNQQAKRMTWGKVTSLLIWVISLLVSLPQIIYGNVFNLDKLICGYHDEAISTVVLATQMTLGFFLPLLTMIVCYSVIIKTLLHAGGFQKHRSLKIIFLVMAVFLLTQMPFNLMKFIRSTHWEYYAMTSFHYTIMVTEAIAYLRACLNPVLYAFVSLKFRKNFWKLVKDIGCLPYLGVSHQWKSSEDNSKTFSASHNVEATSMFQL
Active calls of the source: *; . = no result given.

SMILES	EBI2 block	CHOP UPR activ	APJ agonist	Mdm2 MdmX PPI	CCR6 antag	tim23-1 inh	XBP1 UPR activ	APJ antagonist	CXCR6 inh
Cc1cc(Cl)c2oc(C(=O)N3CCC(O)(c4ccccc4)CC3)c(C)c2c1	73*	3.2	-2	9	11	35	4	-1	7
O=C1NC(=O)C2C1C(c1ccccc1)N1C3C(=O)NC(=O)C3C(c3ccccc3)N21 (stereo unspecified)	-2	-0.9	-5	6	-6	0	-2	17	0
N#Cc1nc(-c2ccc(OCc3ccc(Cl)cc3)cc2)oc1NCCCn1ccnc1	-2	-0.4	0	5	6	-8	3	-23	-6
CCOC(=O)N1CCN(Cc2oc(CO)cc(=O)c2O)CC1	0	-0.9	-5	9	-27	7	1	3	-5
COc1ccc(C2=NOC(CNC(=S)N3CCOCC3)C2)cc1 (stereo unspecified)	-3	1.9	-2	-2	-2	4	2	18	4
COc1cccc(-c2nc(CS(=O)(=O)CC(=O)NCCCN3CCOCC3)c(C)o2)c1	-5	3.2	-2	16	-24	-1	-2	21	-1
CN1C[C@@H]2C(c3ccccc3)C3(c4cccnc4)CC2(C3)[C@H]1c1ccccc1 (stereo partly specified)	-25	-0.6	-2	21	-9	19	2	-41	-9
CCN=C1Cn2c(nc3scc(-c4ccccc4)c3c2=O)CN1CC	0	1.5	4	-8	3	10	1	-2	3
Cc1ccc(OCC(=O)NNC(=S)NC(=O)C(C)(C)C)c(Br)c1	6	1.3	-5	44	59*	20	5	10	38
C/C(=N\NC(=O)c1cccc(C)c1O)c1ccc(NC(=O)Cc2ccccc2)cc1	-6	3.2	3	-25	7	-9	-4	9	-3
CC1CCN(c2nc3ccc(C(=O)NCCCN4CCCCC4C)cc3s2)CC1 (stereo unspecified)	3	-0.9	-2	-7	11	-18	-2	-66	0
CC(NCCC(Cc1ccccc1)c1ccco1)c1ccccc1 (stereo unspecified)	10	0.3	-5	17	13	4	-2	15	0
COc1ccc(NC(=O)[C@@H](NC(=O)c2ccccc2)C(C)C)cc1S(=O)(=O)N1CCCCC1	7	-0.2	-3	-8	0	5	-3	-10	6
Fc1cc(F)cc(-c2oncc2-c2nnnn2-c2ccccc2)c1	-6	-0.8	1	6	8	30	-3	4	-2
CCCn1nnnc1SCC(=O)c1ccc(NC(C)=O)cc1	-10	-0.1	-1	8	4	-3	-2	-5	2
CCOCCCNC(=O)c1ccc2c(c1)N(Cc1ccccc1)C(=O)CS2=O (stereo unspecified)	0	-0.2	-3	25	9	15	-1	17	3
CCc1ccc(OCC(O)Cn2c(N3CCCCC3)nc3c2c(=O)[nH]c(=O)n3C)cc1 (stereo unspecified)	0	0.2	-2	20	15	22	-2	23	-6
COc1cc(NC(=O)CCCn2c(=O)oc3ccccc32)cc(OC)c1	-3	2.1	-3	15	10	19	-1	4	4
COc1ccccc1CCNC(=O)Nc1cccc([N+](=O)[O-])c1	6	0.3	-2	12	19	22	-2	24	12
COc1ccc(C(C)=O)c(OC(=O)c2ccc(OC)c(OC)c2)c1	-2	-0.5	-2	20	5	14	7	11	-1

Already shown: entries from further up.
SMILES	EBI2 block	CHOP UPR activ	APJ agonist	Mdm2 MdmX PPI	CCR6 antag	tim23-1 inh	XBP1 UPR activ	APJ antagonist	CXCR6 inh
Cc1cc(Cl)c2oc(C(=O)N3CCC(O)(c4ccccc4)CC3)c(C)c2c1	73*	3.2	-2	9	11	35	4	-1	7
O=C1NC(=O)C2C1C(c1ccccc1)N1C3C(=O)NC(=O)C3C(c3ccccc3)N21 (stereo unspecified)	-2	-0.9	-5	6	-6	0	-2	17	0
N#Cc1nc(-c2ccc(OCc3ccc(Cl)cc3)cc2)oc1NCCCn1ccnc1	-2	-0.4	0	5	6	-8	3	-23	-6
CCOC(=O)N1CCN(Cc2oc(CO)cc(=O)c2O)CC1	0	-0.9	-5	9	-27	7	1	3	-5

Next results.
SMILES	EBI2 block	CHOP UPR activ	APJ agonist	Mdm2 MdmX PPI	CCR6 antag	tim23-1 inh	XBP1 UPR activ	APJ antagonist	CXCR6 inh
Cn1cnc([N+](=O)[O-])c1Oc1cccc2ccccc12	-49	5.9	2	36	12	30	-2	-21	-3
CCc1nc(SCC(=O)NNC(=O)C2CCCCC2)c2ccccc2n1	7	0.0	-3	-8	-6	9	-1	4	-3
COc1ccc(NC(=O)N(C)C[C@H]2Oc3c(NC(=O)NC(C)C)cccc3C(=O)N([C@H](C)CO)C[C@@H]2C)cc1	-7	0.3	-1	-15	8	7	-2	4	0
CC1CCCC/C1=N\NC(=S)Nc1cccnc1 (stereo unspecified)	-8	0.7	1	5	-18	16	-2	-2	-10
Cc1ccc(S(=O)(=O)CCC(=O)N(CCN2CCOCC2)c2nc3ccccc3s2)cc1	11	5.4	8	-18	4	5	-3	6	10
CCCNC(=O)C(Cc1ccccc1F)NC(=O)c1ccc(C#N)cc1 (stereo unspecified)	7	2.3	-1	-34	7	6	-2	6	2
COCCCN1C(=O)c2[nH]nc(-c3ccccc3O)c2C1c1cccc(Cl)c1 (stereo unspecified)	-1	-1.9	-5	42	6	21	2	-6	0
COc1ccc(C(=O)Nn2c(C3CCC3)nc3ccccc3c2=O)c(OC)c1	-4	-3.1	-1	-4	13	2	2	14	6
Cc1cccc(C(=O)OC(C)CN2CCN(C)CC2)c1 (stereo unspecified)	-5	1.1	-1	15	-4	0	-1	-5	-2
COc1ccccc1/C=C/c1nc(S(=O)(=O)c2ccccc2)c(N(C)C)o1	22	1.7	-5	9	7	18	-3	1	-8
CCNC(=O)/C(C#N)=C/c1c(N2CCN(c3ccccc3)CC2)nc2ccccn2c1=O	-7	0.7	-2	9	12	15	0	3	5
CCCCOC(=O)c1nnc(-c2ccccc2)o1	4	-0.1	5	4	1	19	-1	-1	5
Cc1cccc2c1NC1(CCCC1)CC2C (stereo unspecified)	-9	0.7	-8	2	13	22	2	3	10
O=C(O)C1CC=CCC1C(=O)Nc1cccc(F)c1 (stereo unspecified)	-3	-1.6	-7	3	0	14	-1	-2	2
O=C(O)CC(CC(=O)Nc1nncs1)c1ccccc1 (stereo unspecified)	-10	3.0	4	15	-10	15	-1	11	-9
COCC(C)NC(=O)c1cc(-c2ccccc2OC)on1 (stereo unspecified)	-3	-1.4	-5	-5	-19	19	-1	-8	-4
CCOc1cccc(NC(=O)C2CC(=O)N(C)C(=Nc3ccccc3)S2)c1 (stereo unspecified)	4	-1.2	-2	13	7	33	3	-8	-5
Cc1cc(C)c(S(=O)(=O)N2CCN(C(=O)c3cc4ccccc4oc3=O)CC2)c(C)c1	27	-1.5	-2	-1	5	31	-2	-16	-4
Nc1c(NCCC2=CCCCC2)c(=O)[nH]c(=O)n1Cc1ccccc1	0	-0.9	4	23	5	3	-2	15	12
Cc1ccc2[nH]c(=O)c(CN(CCCO)S(=O)(=O)c3c(C)ccc4nsnc34)cc2c1	-10	-2.2	6	-10	-2	14	-1	-34	-8
CCOc1cc(S(=O)(=O)Nc2ccccc2CC)ccc1Cl	0	-1.0	2	26	3	33	0	3	1
CC(C)c1ccc(OCc2nnc(SCC(=O)N3CCCCC3)o2)cc1	21	0.1	1	16	24	32	3	-16	0
CCn1c(N2CCN(C(=S)NCC(C)C)CC2)nc2ccccc21	-3	-0.2	-1	18	-2	14	-2	-7	10
O=C(Nc1cccc(S(=O)(=O)N2CCOCC2)c1)C1COc2ccccc2O1 (stereo unspecified)	-18	4.1	7	23	7	30	-2	6	-1
CC(CC(=O)Nc1ccc(S(=O)(=O)Nc2ncccn2)cc1)c1ccccc1 (stereo unspecified)	-1	-0.5	1	2	5	-1	-8	4	-2
COc1cccc(/C=N/NC(=O)c2nnn(-c3nonc3N)c2C(C)C)c1	-1	1.2	3	-9	14	11	-3	-34	6
O=C(CCN1C(=O)/C(=C\c2cccs2)SC1=S)Nc1ccccn1	-26	0.1	-2	11	7	3	-2	7	5
Cc1nn(C)c(C)c1/C=N/NC(=O)CCn1nc(C)c([N+](=O)[O-])c1C	-11	-0.3	2	13	1	18	-1	9	-2
Cc1[nH]c(=O)[nH]c(=O)c1S(=O)(=O)NCCc1ccc(S(N)(=O)=O)cc1	3	1.5	-4	5	1	5	-2	1	1
CCOC(=O)CSc1nc2c(sc3ccccc32)c(=O)n1CCCN1CCOCC1	8	-0.5	-6	-2	20	31	-2	8	3
CCOc1ccc(OCCNC2CCCC2)cc1	-2	-2.5	-2	-17	-3	-2	1	-4	2
CCN(CC)CCOC(c1ccccc1)c1ccc(C)cc1 (stereo unspecified)	-4	0.0	-2	10	1	19	-1	11	11
Cc1ccc(NC(=O)C(=O)NCCc2c[nH]c3ccccc23)c(C)c1	8	-1.7	-1	9	-3	5	-2	-1	0
CCN1CCCC1CNC(=O)c1cc(S(=O)(=O)CC)c(N)cc1OC (stereo unspecified)	.	1.0	-2	-15	.	4	-6	-5	.
Cc1ccc2c(c1)C1CN(C)CCC1N2Sc1ccccc1[N+](=O)[O-] (stereo unspecified)	41	-0.5	-5	61*	33	18	1	-2	5
COc1ccccc1CN1CCNC(=O)C1CC(=O)O (stereo unspecified)	-4	0.8	-4	-30	2	3	0	5	-7
Cc1ccccc1CCN(C(=O)Cn1nnc2ccccc21)C(C(=O)NC(C)(C)C)c1ccsc1 (stereo unspecified)	7	1.5	0	21	6	9	0	8	0
COC(=O)c1ccc(OC(=O)c2ccc(OC)c(OC)c2)c(OC)c1	5	0.1	-2	7	-1	16	-1	4	-1
COc1ccc(N2CCN(C(=O)C3CCCN(S(=O)(=O)c4ccc(F)cc4)C3)CC2)cc1 (stereo unspecified)	-2	0.2	6	11	-9	26	-3	9	-2
COc1ccc(/C=C/c2onc(C)c2S(=O)(=O)N2CCC(C(=O)N3CCC(C)CC3)CC2)cc1	13	-0.3	-2	26	24	23	-4	-4	13
COc1cc(OC)cc(C(=O)N[C@H](C(=O)OCC(=O)Nc2ccc(C(C)C)cc2)C(C)C)c1	-9	-1.2	0	34	1	22	-3	-1	4
COc1ccccc1NC(=S)N1CCC(NC(=O)c2ccco2)CC1	-8	2.3	-1	3	9	8	-2	-3	4
COc1ccccc1/C=C/C(=O)NCC(=O)n1nc(C)cc1C	-10	2.7	-4	32	2	-1	-2	11	-2
CN(C)C=Nc1ccc2nn(-c3ccccc3)nc2c1	8	11	8	-139	-32	-7	2	-14	0

Screening data from PubChem.

Only part of the results is shown; the hit share may differ from the screen's.
